# 12-LOX inh – ALOX12 (human) lipoxygenase inhibition | purified 12hLO, xylenol orange hydroperoxide absorbance | Potency, µM (titrated, usually from 108 µM), for the others: top-dose activity change, negative = inhibition, usual class: inhibitors | 580,000 compounds, 1.1% hits; further: potency means the concentration at half of the fitted maximal effect; on the % scale 0 is the no-effect control and ±100 the full control effect
#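 Hydroperoxide product was detected by ferrous iron/xylenol orange as the 573 to 405 nm absorbance ratio. Arachidonic acid at 40 uM (final) was turned over for 30 min at room temperature by 150 nM human 12hLO, pH 7.0 Hepes buffer, after 15 min compound preincubation.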
# Pol beta inh – blocks human DNA polymerase beta activity; P06746; Pol beta primer extension/strand displacement, fluorescence kinetic; Potency, µM (doses to about 114 µM), for the others: at the top dose activity change, negative = inhibition, hits mostly inhibitors; 340,000 compounds, 1.3% hits; further: potency means the concentration at half of the fitted maximal effect; on the % scale 0 is the no-effect control and ±100 the full control effect
#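 Enzyme-only controls used 10 nM Pol beta; buffer lacking enzyme served as negative control. Compound preincubated 15 min, then 50 nM substrate added; 0 and 10 min reads at room temperature.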
# BLM inh – Bloom syndrome helicase (human) inhibition | P54132 | recombinant BLM DNA unwinding, fluorescence dequenching | Potency, µM (series often up to 56.1 µM), for the others: at the highest dose activity change, negative = inhibition, actives largely listed as inhibitors | 350,000 compounds, 0.2% hits;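 further: potency means the concentration at half of the fitted maximal effect; plate controls were vehicle for no effect and no enzyme for full effect; nearly all actives have a fitted effect of over 35% in size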
# Target sequence (P54132 whole entry, looked up): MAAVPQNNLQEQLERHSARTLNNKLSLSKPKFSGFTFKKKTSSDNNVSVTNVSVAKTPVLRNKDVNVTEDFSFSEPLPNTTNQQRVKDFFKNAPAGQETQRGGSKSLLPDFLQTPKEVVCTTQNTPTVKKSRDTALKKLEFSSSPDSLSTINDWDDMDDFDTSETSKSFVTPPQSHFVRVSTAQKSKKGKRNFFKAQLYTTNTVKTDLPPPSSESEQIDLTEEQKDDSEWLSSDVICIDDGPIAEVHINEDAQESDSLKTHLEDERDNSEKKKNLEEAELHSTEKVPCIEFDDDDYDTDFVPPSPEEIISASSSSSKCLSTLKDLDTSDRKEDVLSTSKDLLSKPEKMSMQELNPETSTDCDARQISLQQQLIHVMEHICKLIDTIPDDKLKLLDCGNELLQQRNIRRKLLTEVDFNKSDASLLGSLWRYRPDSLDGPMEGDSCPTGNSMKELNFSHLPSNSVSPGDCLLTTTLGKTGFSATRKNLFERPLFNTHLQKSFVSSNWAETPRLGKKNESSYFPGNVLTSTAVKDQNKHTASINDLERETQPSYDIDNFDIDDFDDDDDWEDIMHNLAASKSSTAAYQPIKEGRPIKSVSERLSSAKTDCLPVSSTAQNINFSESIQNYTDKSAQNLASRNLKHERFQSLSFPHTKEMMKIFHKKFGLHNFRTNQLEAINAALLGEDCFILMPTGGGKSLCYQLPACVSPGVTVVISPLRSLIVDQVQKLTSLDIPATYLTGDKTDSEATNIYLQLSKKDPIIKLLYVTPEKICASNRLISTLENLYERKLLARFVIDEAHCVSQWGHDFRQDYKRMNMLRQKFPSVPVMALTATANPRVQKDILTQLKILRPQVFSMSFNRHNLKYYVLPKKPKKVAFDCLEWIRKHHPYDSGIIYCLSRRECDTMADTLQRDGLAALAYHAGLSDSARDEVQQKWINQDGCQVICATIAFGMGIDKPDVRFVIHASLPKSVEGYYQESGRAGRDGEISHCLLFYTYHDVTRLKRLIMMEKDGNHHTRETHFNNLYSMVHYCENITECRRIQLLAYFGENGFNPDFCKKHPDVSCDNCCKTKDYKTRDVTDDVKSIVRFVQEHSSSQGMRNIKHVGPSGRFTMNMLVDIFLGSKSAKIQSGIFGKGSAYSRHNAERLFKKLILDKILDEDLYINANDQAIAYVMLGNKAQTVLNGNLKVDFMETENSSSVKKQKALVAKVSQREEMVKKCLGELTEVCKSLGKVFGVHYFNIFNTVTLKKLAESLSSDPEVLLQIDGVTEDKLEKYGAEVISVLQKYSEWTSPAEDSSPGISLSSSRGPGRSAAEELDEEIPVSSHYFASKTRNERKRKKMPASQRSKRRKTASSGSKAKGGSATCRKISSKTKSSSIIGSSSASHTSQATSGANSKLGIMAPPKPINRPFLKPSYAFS
# APEX1 inh – blocks human APE1 abasic DNA cleavage; P27695; recombinant APE1, TAMRA/BHQ-2 abasic DNA cleavage fluorescence; Potency, µM (highest dose often 65.8 µM), for the others: at the top dose activity change, negative = inhibition, most hits filed as inhibitors; 350,000 compounds, 0.35% hits; AID 2517;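 further: potency means the concentration at half of the fitted maximal effect; plate controls were vehicle for no effect and reference inhibitor for full effect; nearly all actives have a fitted effect of over 55% in size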
#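 Activity was derived from the fluorescence gain between first and third kinetic reads (60 s intervals, ex 525/em 598 nm) after 50 nM THF-abasic TAMRA/BHQ-2 duplex was added to 0.75 nM APE1 preincubated 15 min with compound.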
# TRHR ag – agonists of human TRH receptor. P34981. TRHR cells, calcium flux fluo-8, FDSS agonist mode. activation, % at 2 µM. 360,000 compounds, 0.18% hits; in the data active means activation above about 30%; further: 0% is about no effect
#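 Fluo-8-loaded TRHR cells; 10 s baseline, compound added, kinetic Ca2+ fluorescence read 1/s, agonist mode.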
# ERG Ets-DNA blk – inhibitors of human ERG Ets domain-DNA interaction; P11308; fluorescence polarization, His-ERG Ets domain / labelled DNA; Potency, µM (doses to about 76.9 µM), for inactives: top-dose FP activity, negative = inhibition, usual class: inhibitors; 370,000 compounds, 0.028% hits; AID 624246; active means well fitted inhibition curve with a large enough effect in the polarisation, with a control signal flat; inconclusive means small, poorly fitted or top-dose-only effect, or effect the other way, or a change in a side signal; inactive means no such curve, though single readings can be large or run the other way; the % refers to the polarisation;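 further: polarization taken with two DNA probes labelled with fluorescein and Texas red; potency means the concentration at half of the fitted maximal effect; % of control where 0% means no effect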
#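 His-tagged ERG Ets domain (1 uM in the protein solution; 300mM KCl, 50mM Tris-HCl, 1mM EDTA, 1mM DTT, pH 7.5) received compound, then a probe mix of 5 nM fluorescein-DNA and 100nM Texas-615-DNA. Fluorescence polarization was read for both dyes.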
# Apoferritin bind – candidate novel general anesthetic via apoferritin binding. apoferritin/1-aminoanthracene competitive binding, fluorescence. Potency, µM (top dose mostly 77.5 µM), for the others: at the highest dose activity change, negative = displacement, most hits filed as inhibitors. 350,000 compounds, 0.074% hits. AID 485281; further: potency means the concentration at half of the fitted maximal effect; on the % scale 0 is the no-effect control and ±100 the full control effect; nearly all actives have a fitted effect of over 20% in size
#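 Probe: 1-aminoanthracene (50% saturated, PBS). Protein: horse-spleen apoferritin, 10 uM. Incubation: 10 min, room temperature. Detection: 380 nm excitation, 535 nm emission. Analysis: normalized response, four-parameter Hill.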
# POLK inh – inhibitors of human DNA polymerase kappa. purified Pol kappa, fluorescent DNA synthesis assay, 10 min. 400,000 compounds, 0.53% hits. Potency, µM (titrated, usually from 107 µM), inactives show at the highest dose activity, negative = inhibition, most hits filed as inhibitors. Q9UBT6; further: potency means the concentration at half of the fitted maximal effect; on the % scale 0 is the no-effect control and ±100 the full control effect
#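 Here, compound and 10 nM enzyme are combined for 15 min at room temperature; adding 50 nM substrate (final) starts DNA synthesis, tracked by fluorescence at 0 and 10 min against buffer-only wells.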
# POLI inh – inhibitors of human DNA polymerase iota | AID 588590 | Pol iota fluorescent replication assay, 10 min | Potency, µM (titrated, usually from 115 µM), for inactives: at the top dose activity, negative = inhibition, most hits filed as inhibitors | 390,000 compounds, 1% hits | Q9UNA4; further: potency means the concentration at half of the fitted maximal effect
#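 Pol iota at 10 nM preincubated 15 min with compounds at room temperature; reaction started with fluorescent substrate, 50 nM final. Fluorescence read kinetically at 0 and 10 min; buffer-only wells as negative control.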
# * = called active by the depositor; ? = inconclusive; nt = no result given; & = joins results of further samples; [ ] = remark or other dose. Unless noted, the call rests on the fitted dose curve; in most records, active means well fitted curve in the direction sought with a large enough effect; inconclusive means small, poorly fitted or top-dose-only effect, or another doubt; inactive means no such curve, though single readings can be large; an effect the other way counts as inactive or inconclusive. Some of the compounds tested; count on the stated rates, not on these rows.
SMILES,12-LOX inh,Pol beta inh,BLM inh,APEX1 inh,TRHR ag,ERG Ets-DNA blk,Apoferritin bind,POLK inh,POLI inh
Cc1cc(C)nc(-n2nc(C)cc2NC(=O)c2ccc(F)cc2F)n1,287%[activator],40%,-3%,15%,-1.3,14%,-2%,-1%,13%
OC(CCCCN1CCCCC1)c1ccccc1 (configuration not stated),11%,13%,2%,-1%,1.2,9%,-10%,15%,-16%
O=C(c1ccc(S(=O)(=O)N2CCOCC2)cc1)N1CCOCC1,0%,19%,9%,9%,-0.6,-2%,-2%,1%,?
Cc1csc(Sc2ccc(S(=O)(=O)N3CCCC3)cn2)n1,8%,-27%,-1%,2%,-0.3,4%,-8%,-2%,74%[activator]
O=C(C1CCCN1S(=O)(=O)c1cccc2cccnc12)N1CCc2ccccc2C1 (configuration not stated),-5%,8%,-7%,-1%,-0.2,-10%,-7%,-1%,37%[activator]
CC(=O)c1c(OC(=O)c2cccc(Cl)c2)c2ccccc2n1C,10%,-2%,-7%,-3%,0.6,-6%,-15%,-13%,?
COc1ccc(Cl)cc1NC(=O)CSc1cn(CC(=O)N2CCCCCC2)c2ccccc12,-21%,-1%,-6%,nt,-0.1,6%,48%[activator],-38%,?
COC(=O)c1ccc(CS(=O)(=O)c2ccc(C)cc2)o1,?,-19%,-3%,12%,0.5,0%,-9%,-44%,?
O=c1cc(-c2ccc([N+](=O)[O-])cc2)c2ccc(O)cc2o1,0%,8%,-1%,4%,-0.2,3%,-3%,0%,105%[activator]
Cc1ccc(C(=O)Nc2ccc3c(c2)C(=O)N(C)C3=O)c(C)c1,27%,29%,1%,6%,-0.4,-2%,-5%,17%,34%[activator]
OC(COc1ccc(CN2CCSCC2)cc1)CN1CCCCC1 (configuration not stated),-28%,-24%,5%,3%,1.4,2%,-20%,5%,11%
CCOc1cc(S(=O)(=O)N(Cc2ccccc2)Cc2ccccc2)c(OCC)cc1-n1cnnn1,1%,-18%,-7%,15%,1.5,8%,-10%,-8%,-6%[58.9 µM]
COC(=O)CC1Oc2ccc(C)cc2NC1=O (configuration not stated),239%[activator],11%,-3%,-3%,0.0,-2%,-1%,5%,22%
CCOC(=O)C1C(=O)NC(SCC(=O)OC)=C(C#N)C1c1ccccc1OCC (configuration not stated),3%,3%,-3%,-4%,-0.3,-5%,-14%,-10%,21%
COc1ccc(-c2c(C)cc3oc(=O)cc(-c4ccccc4)c3c2C)cc1OC,-12%,nt,-8%[75.6 µM],1%&-5%,nt,7%,-24%[110 µM],-9%,37%[activator]
Cc1ccc(C(=O)Nc2ccccc2N2CCOCC2)cc1S(=O)(=O)N1CCOCC1,160%[activator],nt,nt,2%,-0.3,-11%,nt,-2%,10%
Cc1ccc(C(=O)NNC(=O)C2CCCN(c3ncccn3)C2)cc1 (configuration not stated),1%,42%,0%,-1%,-0.1,nt,-11%,0%,-5%
CC(C)c1ccccc1NC(=O)COC(=O)Cc1ccsc1,15%,12%,2%,12%,-0.3,0%,3%,2%,22%
CCOc1ccccc1NC(=O)CSc1nnc(Cn2c(=O)sc3ccccc32)n1C,5%[57.4 µM],10%,-13%,-3%,-1.3,8%,-7%,3%,10%
Cc1ccc(-c2cc(C(=O)OCC(=O)Nc3ncc(C(F)(F)F)cc3Cl)c3ccccc3n2)cc1,-1%,1%,2%,1%,0.8,14%,-7%,3%,31%[activator]
O=C(O)CSCc1cn2cc(Cl)ccc2n1,?,?,-2%,0%,0.5,11%,-1%,-3%,8%
O=C(Cc1ccccc1)c1ccc2c(c1)OCCO2,0%,-3%,-2%,8%,0.2,-4%,?,-1%,28%
C/C(Cc1ccccc1)=N\NC(=O)c1cc(C(C)(C)C)[nH]n1,21%,-1%,-5%,-2%,-0.2,7%,-8%,-8%,123%[activator]
Oc1cc2ccccc2cc1-c1n[nH]c(=S)n1Cc1ccco1,40µM*,-28%,-10%,4%,-2.8,-2%,-1%,-3%,8%
S=C(NC1CCCCC1)N1CCc2[nH]c3ccccc3c2C1,-2%,16%,-4%,11%,-0.1,-4%,6%,-4%,47%[activator]
CC(C)Cc1nn2cc(-c3cccc(Br)c3)nc2s1,-13%,7%,-2%,nt,1.4,0%,-4%,1%,-6%
COc1ccccc1N1CCN(C(=O)c2ccc3c(c2)CCN3S(=O)(=O)c2ccccc2)CC1,16%&-17%,20%&10%,-10%&-1%,14%,1.3&-1.3,0%&2%,8%&25%,-6%&0%,6%&2%
CCOC(=O)c1[nH]c2ccccc2c1NC(=O)c1ccc(S(=O)(=O)N2CCCCC2)cc1,-7%,-29%,0%,?,-0.4,-9%,-4%,1%,-17%
COC(=O)CCSc1nc2sc3c(c2c(=O)n1Cc1ccccc1)CCC(C(C)(C)C)C3 (configuration not stated),-13%,?,-9%,nt,0.0,-2%,-22%,4%,15%
COc1ccccc1OC(C)C(=O)NCC1(N2CCOCC2)CCCCC1 (configuration not stated),?,3%,3%,nt,0.0,7%,-4%,-20%,4%
Cn1nccc1C(=O)Nc1cc(Cl)ccc1Cl,?,nt,nt,nt,nt,-1%,nt,10%,?
COc1cccc(N2CCN(S(=O)(=O)c3ccc4nc(-c5ccccc5)[nH]c4c3)CC2)c1,0%,0%,-9%,-11%,0.9,2%,-9%,-14%,3%
CCOC(=O)[C@H]1[C@H]2COc3ccccc3[C@@H]2N2C(=O)c3cc(OC)ccc3NC(=O)[C@@]12C,0%,nt,nt,4%,-0.4,-2%,nt,-31%,?
CC(C)Oc1ccccc1C(=O)NC(CO)C(=O)O (configuration not stated),12%,-1%,1%,3%,0.0,-6%,-1%,-10%,79%[activator]
Cn1c(Cn2nnc3ccccc32)nnc1SCC(=O)N1CCc2ccccc21,-25%,6%,-5%,?,-0.1,nt,-9%,-4%,-7%
O=C(NCc1cccc(Cl)c1)C1CCC(=O)N(CCN2CCOCC2)C1 (configuration not stated),-5%,13%,-1%,10%,0.5,-16%,-6%,-8%,21%
COc1ccc(C)cc1N(CC(=O)N1CCOCC1)S(C)(=O)=O,-2%,20%,-7%,9%,0.0,-13%,-12%,-12%,191%[activator]
Oc1ccc2oc3c(c2c1C=NCc1ccncc1)CCCC3,?,12%,-18%,5%,-0.5,-3%,-5%,-20%,?
CCOc1ccccc1NC(=O)CSc1nc2cc(O)ccc2c(=O)n1-c1ccc(OC)c(OC)c1,4%,-17%,-8%,54%[activator],2.3,20%,2%,13%,-14%
COc1ccc(C(C)=O)cc1COC(=O)c1cccc(N(C)C)c1,?,-2%,-8%,-5%,-0.1,0%,-12%,-5%,1%

# Compound profiles, from the list above:
# Profile of CCOc1ccccc1NC(=O)CSc1nc2cc(O)ccc2c(=O)n1-c1ccc(OC)c(OC)c1 : 12-LOX inh: 4%; Pol beta inh: -17%; BLM inh: -8%; APEX1 inh: 54%[activator]; TRHR ag: 2.3; ERG Ets-DNA blk: 20%; Apoferritin bind: 2%; POLK inh: 13%; POLI inh: -14%
# Profile of COc1ccc(C(C)=O)cc1COC(=O)c1cccc(N(C)C)c1 : 12-LOX inh: ?; Pol beta inh: -2%; BLM inh: -8%; APEX1 inh: -5%; TRHR ag: -0.1; ERG Ets-DNA blk: 0%; Apoferritin bind: -12%; POLK inh: -5%; POLI inh: 1%

# Later entries.
SMILES,12-LOX inh,Pol beta inh,BLM inh,APEX1 inh,TRHR ag,ERG Ets-DNA blk,Apoferritin bind,POLK inh,POLI inh
CCOC(=O)c1c(C)[nH]c(C)c1C(=O)CSc1nnc(-c2ccncc2)n1C,-20%,27%,0%,3%,0.3,-9%,-5%,-1%,11%
O=C(NCC1CCCO1)c1nn2c(C(F)(F)F)cc(-c3ccc(Br)o3)nc2c1Br (configuration not stated),-11%,24%,0%,-5%,-1.4,5%,2%,?,?
COc1ccc(C)cc1NC(=O)C(=O)N1CCCC1,-6%,2%,-6%,-1%,0.0,-9%,-3%,-5%,41%[activator]
CCCCC(=O)OC1=C(C(=O)c2ccccc2)N(CC)S(=O)(=O)c2ccccc21,-18%,-2%,-18%,nt,3.8,2%,-3%,-16%,12%
CCc1ccc(NC(=O)N2CC(C)Oc3ccc(C)cc32)cc1 (configuration not stated),-35%,7%,-7%,nt,-0.2,1%,33%[activator],-13%,7%
COc1ccc(CCN2CC(C(=O)NCc3ccc(F)cc3)CC2=O)cc1OC (configuration not stated),0%,-1%,-4%,-5%,-0.7,-4%,4%,-38%,?
C/C(=N\NC(=O)Cn1cnc2ccccc21)c1cccs1,15%,-12%,1%,?,0.4,-4%,-7%,-9%,5%
CCCCC(=O)N1CC(=O)Nc2ccc(F)cc2C1c1ccc(F)cc1 (configuration not stated),-5%&9%,2%&26%,-2%&1%,-6%,-0.3&-0.5,-10%&-17%,1%&-6%,-5%&4%,145%&7%[activator]
Cc1cccc(C(=O)c2c[nH]cc2-c2ccccc2)c1,29%,18%,-1%,6%,-1.0,-3%,0%,-15%,-4%
COc1ccc(C)cc1NC(=O)c1nc2nc(C)cc(C)n2n1,0%,nt,nt,nt,nt,1%,nt,-9%,20%
COc1ccc2c(c1)sc(=NC(=O)CS(=O)(=O)c1ccc(F)cc1)n2C,8%,nt,nt,13%,-0.4,3%,nt,-2%,38%[activator]
CNC(=O)CSc1nnnn1-c1ccc2c(c1)OCCO2,-30%,39%,-17%,0%,-0.4,-6%,3%,-22%,5%
O=C(CS(=O)(=O)c1c[nH]c2ccccc12)N1CCc2ccccc21,10%[57.4 µM],26%,0%,-5%,-1.7,3%,-5%,0%,23%
Cc1nnc(N2CCN(c3ccccc3F)CC2)c2c1nnn2Cc1ccc(F)cc1,-4%,30%,1%,nt,2.1,-1%,-4%,4%,24%
